Screening data (PubChem)
NSD2 inh: inhibitors of human NSD2, primary screen, biochemical, plate reader, single point | inhibition, % at 12.5 µM | NSD2-SET H3K36me1 DELFIA fluorescence | Histone-lysine N-methyltransferase NSD2 (Homo sapiens), O96028 | actives 0.07% (n = 44,000) | AID 624260, 2012; in the data active means inhibition above about 54%, passing the limit was not always enough; inconclusive means no clear call, values can overlap the other calls;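 further: inhibitors reduce the monomethyl H3K36 fluorescence signal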
Target sequence (O96028 whole entry, looked up): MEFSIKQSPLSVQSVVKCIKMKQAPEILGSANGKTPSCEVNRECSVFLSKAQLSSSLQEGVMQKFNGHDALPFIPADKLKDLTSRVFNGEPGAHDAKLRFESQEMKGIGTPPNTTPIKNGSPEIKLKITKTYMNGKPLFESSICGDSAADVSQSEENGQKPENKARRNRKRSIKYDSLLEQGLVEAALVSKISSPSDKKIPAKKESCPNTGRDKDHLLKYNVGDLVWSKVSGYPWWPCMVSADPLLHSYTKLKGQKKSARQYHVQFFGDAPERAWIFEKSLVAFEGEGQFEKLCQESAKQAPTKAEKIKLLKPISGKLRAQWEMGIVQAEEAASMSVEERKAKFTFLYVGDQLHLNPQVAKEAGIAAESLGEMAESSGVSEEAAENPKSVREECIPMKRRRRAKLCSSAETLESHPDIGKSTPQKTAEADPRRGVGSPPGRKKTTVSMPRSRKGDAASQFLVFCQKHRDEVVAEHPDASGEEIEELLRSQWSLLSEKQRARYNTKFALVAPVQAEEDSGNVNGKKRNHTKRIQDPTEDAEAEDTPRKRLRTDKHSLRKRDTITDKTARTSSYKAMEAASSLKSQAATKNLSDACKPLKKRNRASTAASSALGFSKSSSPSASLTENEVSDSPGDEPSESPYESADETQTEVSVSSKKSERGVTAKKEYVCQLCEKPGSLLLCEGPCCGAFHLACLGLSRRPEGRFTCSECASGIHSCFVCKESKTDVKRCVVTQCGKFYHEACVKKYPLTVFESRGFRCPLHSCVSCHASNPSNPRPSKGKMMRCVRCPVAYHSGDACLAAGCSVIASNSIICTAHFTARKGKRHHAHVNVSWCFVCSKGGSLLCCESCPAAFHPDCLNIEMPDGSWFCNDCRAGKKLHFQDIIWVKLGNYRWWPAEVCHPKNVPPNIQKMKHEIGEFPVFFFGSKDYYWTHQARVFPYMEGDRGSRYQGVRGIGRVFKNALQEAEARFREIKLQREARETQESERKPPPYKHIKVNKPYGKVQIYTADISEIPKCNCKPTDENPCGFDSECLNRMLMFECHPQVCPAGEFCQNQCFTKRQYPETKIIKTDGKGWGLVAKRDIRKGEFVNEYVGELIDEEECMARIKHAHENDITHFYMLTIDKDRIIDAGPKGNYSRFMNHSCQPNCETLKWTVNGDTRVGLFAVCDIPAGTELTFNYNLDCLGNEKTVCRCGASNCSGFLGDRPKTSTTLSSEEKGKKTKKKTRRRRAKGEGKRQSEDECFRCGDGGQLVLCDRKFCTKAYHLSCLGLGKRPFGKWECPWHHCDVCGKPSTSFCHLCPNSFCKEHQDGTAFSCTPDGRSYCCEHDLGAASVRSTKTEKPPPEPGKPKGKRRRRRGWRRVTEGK
Active calls of the source: *; i = inactive; ? = inconclusive. An excerpt; the hit share may differ from the screen's.

NSD2 inh | mol
5.8 | C[C@@H]1CN([C@H](C)CO)C(=O)Cc2cc(NC(=O)C3CC3)ccc2O[C@H]1CN(C)C(=O)Nc1cccc2ccccc12
-2.2 | CCOC(=O)N(C)C[C@H]1OCc2cn(nn2)CCCC(=O)N([C@H](C)CO)C[C@H]1C
-7.3 | CN(C)CC(=O)Nc1ccc2c(c1)[C@H]1C[C@H](CC(=O)NCCc3ccccc3)O[C@H](CO)[C@H]1O2
4.8 | CCC(=O)N(C)C[C@@H]1Oc2cc(/C=C/c3ccccc3)ccc2S(=O)(=O)N([C@H](C)CO)C[C@H]1C
27.4 | COc1ccccc1N(CC(=O)N1CCCCC1)S(C)(=O)=O
1.5 | C[C@@H]1CN([C@H](C)CO)C(=O)c2cc(NC(=O)NC3CCCCC3)ccc2O[C@@H](C)CCCCO[C@@H]1CN(C)Cc1ccc(Cl)c(Cl)c1
-4.7 | O=C(NO)c1cccc(C(=O)N/N=C/c2ccc(Oc3ccccc3)cc2)c1
-7.6 | C[C@H]1CN([C@@H](C)CO)C(=O)c2cc(-c3cncnc3)cnc2O[C@@H]1CN(C)CC1CCOCC1
? | C[C@H]1CN([C@@H](C)CO)C(=O)c2cc(NC(=O)C3CC3)ccc2O[C@H]1CN(C)Cc1ccc(C(F)(F)F)cc1
2.0 | Cc1noc(C)c1S(=O)(=O)Nc1ccc2c(c1)C(=O)N([C@@H](C)CO)C[C@H](C)[C@H](CN(C)C)OCCCC[C@@H](C)O2
-3.9 | C[C@@H]1CN([C@H](C)CO)C(=O)Cc2cc(NC(=O)CCCCCC(=O)Nc3ccccc3N)ccc2O[C@H]1CN(C)S(=O)(=O)c1ccc(Cl)cc1
-9.3 | C[C@H]1CN([C@@H](C)CO)C(=O)Cc2cc(NC(=O)Nc3ccccc3)ccc2O[C@H]1CN(C)Cc1ccc(Cl)c(Cl)c1
5.7 | C[C@@H]1CN([C@@H](C)CO)S(=O)(=O)c2ccc(C#CCC3CCCC3)cc2O[C@@H]1CN(C)Cc1ccc(C(=O)O)cc1
-0.2 | C[C@H]1CN([C@@H](C)CO)C(=O)c2cc(NC(=O)NC3CCCCC3)ccc2O[C@H]1CN(C)CC1CCCCC1
-2.0 | Cc1noc(C)c1NC(=O)N(C)C[C@H]1Oc2ccc(NS(C)(=O)=O)cc2C(=O)N([C@@H](C)CO)C[C@H]1C
-0.9 | COc1ccc(NC(=O)Nc2cccc3c2O[C@@H](CN(C)S(=O)(=O)c2ccc(F)cc2)[C@H](C)CN([C@@H](C)CO)C3=O)cc1
-0.8 | Cc1ccccc1-c1ccc2c(c1)O[C@H](CN(C)C(=O)Nc1ccc(F)cc1)[C@@H](C)CN([C@H](C)CO)S2(=O)=O
4.3 | O=C(CC1CC1)Nc1ccc2c(c1)[C@H]1C[C@@H](CC(=O)N3CCc4ccccc4C3)O[C@H](CO)[C@H]1O2
0.6 | C[C@H]1CN([C@@H](C)CO)C(=O)Cc2cc(NC(=O)Cn3cnnn3)ccc2O[C@@H]1CN(C)C(=O)Nc1cccc2ccccc12
-2.1 | COC(=O)CCCCCCC(=O)N/N=C/c1ccc(-n2ccnc2)cc1
-2.0 | CCCCC/C=C\C/C=C\C/C=C\C/C=C\CCCC(=O)OC(CO)CO
-2.0 | COc1ccc(S(=O)(=O)N(C)C[C@H]2OCCCC[C@@H](C)Oc3ccc(NC(=O)Nc4cccc5ccccc45)cc3C(=O)N([C@@H](C)CO)C[C@@H]2C)cc1
3.4 | C[C@@H]1CCCCO[C@H](CN(C)Cc2ccccc2)[C@@H](C)CN([C@H](C)CO)C(=O)c2cc(NC(=O)Nc3ccc(F)cc3)ccc2O1
3.3 | CC(C)NC(=O)Nc1ccc2c(c1)CC(=O)N([C@H](C)CO)C[C@@H](C)[C@@H](CN(C)C(=O)Nc1cccc3ccccc13)O2
3.6 | C[C@H](CO)N1C[C@H](C)[C@H](CN(C)CC2CCOCC2)Oc2ncc(C#Cc3ccccn3)cc2C1=O
2.3 | C[C@@H]1CN([C@@H](C)CO)C(=O)c2cccc(NS(=O)(=O)c3ccc(Cl)cc3)c2O[C@@H]1CN(C)Cc1ccc(C(=O)O)cc1
5.1 | Cc1noc(C)c1NC(=O)N(C)C[C@@H]1Oc2ccc(NC(=O)CCN3CCOCC3)cc2C(=O)N([C@@H](C)CO)C[C@@H]1C
-3.7 | CCCNC(=O)N(C)C[C@@H]1Oc2ncc(C#C[C@@H](C)O)cc2C(=O)N([C@@H](C)CO)C[C@H]1C
-2.1 | C[C@H](CO)N1C[C@H](C)[C@@H](CN(C)C(=O)c2ccccc2)OCCCC[C@H](C)Oc2ccc(NS(=O)(=O)c3ccc(F)cc3)cc2C1=O
4.9 | CCC(=O)N[C@@H]1C=C[C@@H](CC(=O)NCc2ccccc2OC)O[C@H]1CO
0.4 | C[C@@H]1CN([C@@H](C)CO)C(=O)c2cccc(NC(=O)C3CCOCC3)c2O[C@H]1CN(C)Cc1ccc(C(F)(F)F)cc1
? | C[C@@H]1CCCCO[C@@H](CN(C)C(=O)Nc2ccc(F)cc2)[C@H](C)CN([C@H](C)CO)C(=O)c2cc(NS(=O)(=O)c3ccccc3)ccc2O1
0.0 | C[C@H]1CN([C@@H](C)CO)C(=O)c2cccc(NC(=O)c3ccncc3)c2O[C@@H]1CN(C)Cc1ccc(Cl)c(Cl)c1
-4.2 | COc1ccc(S(=O)(=O)N(C)C[C@@H]2Oc3ccc(NC(=O)Nc4ccc(F)cc4)cc3C(=O)N([C@H](C)CO)C[C@@H]2C)cc1
1.3 | COc1ccc(S(=O)(=O)Nc2ccc3c(c2)C(=O)N([C@H](C)CO)C[C@H](C)[C@@H](CN(C)C(=O)NC(C)C)O3)cc1
39.9 | C[C@@H]1CN([C@@H](C)CO)S(=O)(=O)c2ccc(C#Cc3ccncc3)cc2O[C@H]1CN(C)C(=O)C1CCC1

Another view of some results above:
SMILES: COc1ccc(S(=O)(=O)Nc2ccc3c(c2)C(=O)N([C@H](C)CO)C[C@H](C)[C@@H](CN(C)C(=O)NC(C)C)O3)cc1
  NSD2 inh: 1.3
SMILES: Cc1noc(C)c1NC(=O)N(C)C[C@@H]1Oc2ccc(NC(=O)CCN3CCOCC3)cc2C(=O)N([C@@H](C)CO)C[C@@H]1C
  NSD2 inh: 5.1

(next part)
NSD2 inh | mol
2.6 | C[C@H](CO)N1C[C@H](C)[C@@H](CN(C)S(=O)(=O)c2cccc(F)c2)OCc2ccccc2-c2ccccc2C1=O
8.6 | C[C@@H]1CN([C@@H](C)CO)C(=O)Cc2cc(NC(=O)CCCN(C)C)ccc2O[C@H]1CN(C)Cc1ccc(C(=O)Nc2ccccc2N)cc1
3.2 | C[C@@H]1CN([C@H](C)CO)C(=O)c2cc(/C=C/c3ccccc3)cnc2O[C@H]1CN(C)Cc1cccnc1
-3.0 | C[C@@H]1CN([C@@H](C)CO)C(=O)c2cc(NC(=O)CCCCCC(=O)Nc3ccccc3N)ccc2O[C@@H](C)CCCCO[C@@H]1CN(C)CC1CCCCC1
0.6 | O=C(C[C@H]1C[C@H]2c3cc(NC(=O)c4cccnc4)ccc3O[C@H]2[C@H](CO)O1)NCCN1CCCCC1
-13.4 | Cc1ccc(S(=O)(=O)Nc2ccc3c(c2)CC(=O)N([C@@H](C)CO)C[C@@H](C)[C@@H](CN(C)Cc2ccc(C(F)(F)F)cc2)O3)cc1
4.1 | CC(C)NC(=O)Nc1ccc2c(c1)C(=O)N([C@@H](C)CO)C[C@@H](C)[C@@H](CN(C)Cc1ccc(C(=O)O)cc1)OCCCC[C@H](C)O2
-0.9 | C[C@H](CO)N1C[C@H](C)[C@H](CN(C)C(=O)Nc2ccc(F)cc2)Oc2ncc(-c3ccccc3)cc2C1=O
7.3 | O=C(C[C@H]1C[C@H]2c3cc(NC(=O)c4cccnc4)ccc3O[C@H]2[C@H](CO)O1)NCc1ccccc1F
i | CNC[C@H]1Oc2c(NC(=O)C3CCCCC3)cccc2C(=O)N([C@H](C)CO)C[C@H]1C
19.9 | O=C(CCCCCCC(=O)N/N=C/c1ccccc1)NO
4.5 | C[C@H](CO)N1C[C@H](C)[C@H](CN(C)Cc2ccncc2)Oc2ccc(NS(=O)(=O)c3ccc(Cl)cc3)cc2CC1=O
-3.0 | C[C@@H]1CN([C@H](C)CO)C(=O)c2cccc(NC(=O)Nc3ccc4c(c3)OCO4)c2O[C@H]1CN(C)C(=O)Nc1cccc2ccccc12
-2.5 | C[C@@H]1CN([C@@H](C)CO)S(=O)(=O)c2ccc(-c3cccc(F)c3)cc2O[C@@H]1CN(C)C(=O)C1CC1
-1.7 | CC(=O)N(C)C[C@H]1Oc2cc(C#Cc3ccccc3)ccc2S(=O)(=O)N([C@H](C)CO)C[C@H]1C
-16.7 | COc1ccc2c(=O)c(-c3ccc(OC)c(OC)c3)coc2c1
-4.5 | COc1ccc(NC(=O)N(C)C[C@@H]2Oc3ccc(NC(=O)CCC(F)(F)F)cc3C(=O)N([C@H](C)CO)C[C@@H]2C)cc1
3.4 | O=C(C[C@@H]1C=C[C@H](NC(=O)c2ccccn2)[C@@H](CO)O1)NCc1cc(F)cc(F)c1
1.9 | C[C@H](CO)N1C[C@H](C)[C@@H](CN(C)Cc2ccc(C(=O)O)cc2)Oc2ccc(NC(=O)NC3CCCCC3)cc2CC1=O
0.0 | C[C@H]1CN([C@@H](C)CO)C(=O)Cc2cc(NC(=O)Nc3ccc(F)cc3)ccc2O[C@H]1CN(C)S(=O)(=O)c1ccccc1
-2.4 | C[C@H](CO)N1C[C@H](C)[C@@H](CN(C)S(C)(=O)=O)Oc2cc(-c3ccccc3F)ccc2S1(=O)=O
3.7 | CCCC#Cc1cnc2c(c1)C(=O)N([C@H](C)CO)C[C@@H](C)[C@H](CN(C)C(=O)Nc1ccccc1OC)O2
3.3 | O=C(CCCCCCC(=O)Nc1ccccc1O)N/N=C/c1ccc(S(=O)(=O)O)o1
-2.8 | C[C@@H]1CN([C@H](C)CO)C(=O)Cc2cc(NC(=O)Cc3ccccc3)ccc2O[C@@H]1CN(C)Cc1ccc(C(=O)Nc2ccccc2N)cc1
-6.0 | COc1cccc(-c2cnc3c(c2)C(=O)N([C@H](C)CO)C[C@H](C)[C@H](CN(C)S(=O)(=O)c2cccs2)O3)c1
-2.7 | O=C(NO)c1cccc(C(=O)N/N=C/c2ccccc2C(=O)O)c1
0.7 | CN(C)C(=O)C[C@@H]1C=C[C@H](NC(=O)c2ccc(F)cc2)[C@H](CO)O1
14.3 | CC(C)NC(=O)N(C)C[C@@H]1Oc2ccc(NC(=O)C3CCCCC3)cc2CC(=O)N([C@@H](C)CO)C[C@@H]1C
0.3 | C[C@@H]1CN([C@@H](C)CO)C(=O)c2cc(-c3ccc(C#N)cc3)cnc2O[C@@H]1CN(C)C(=O)c1ccccc1
3.6 | COc1ccc(-c2cnc3c(c2)C(=O)N([C@@H](C)CO)C[C@H](C)[C@H](CN(C)S(C)(=O)=O)O3)cc1
-4.8 | Cc1noc(C)c1S(=O)(=O)Nc1ccc2c(c1)C(=O)N([C@H](C)CO)C[C@H](C)[C@@H](CN(C)C(=O)Nc1ccccc1)OCCCC[C@H](C)O2
0.6 | C[C@@H]1CN([C@H](C)CO)C(=O)c2cc(NS(=O)(=O)c3ccc(F)cc3)ccc2O[C@@H](C)CCCCO[C@H]1CN(C)S(=O)(=O)c1cccs1
5.9 | COc1cccc(C#Cc2ccc3c(c2)O[C@@H](CN(C)C)[C@@H](C)CN([C@@H](C)CO)S3(=O)=O)c1
-9.8 | CC(C)CC#Cc1cnc2c(c1)C(=O)N([C@H](C)CO)C[C@H](C)[C@H](CN(C)Cc1cncnc1)O2
-0.9 | C[C@@H]1CN([C@@H](C)CO)C(=O)c2cc(C#CCN(C)C)cnc2O[C@H]1CN(C)Cc1cccc(C(=O)O)c1
-6.2 | C[C@@H]1CN([C@@H](C)CO)C(=O)Cc2cc(NC(=O)Nc3ccc(C(F)(F)F)cc3)ccc2O[C@H]1CN(C)C
7.7 | C[C@@H]1CN([C@@H](C)CO)C(=O)c2cc(C#CC3(O)CCCC3)cnc2O[C@@H]1CN(C)Cc1ccccc1
-1.8 | O=C(C[C@H]1C[C@@H]2c3cc(NC(=O)CC4CC4)ccc3O[C@@H]2[C@@H](CO)O1)NCc1cccc(F)c1
0.1 | C[C@@H]1CCCCO[C@@H](CN(C)S(=O)(=O)c2ccc(F)cc2)[C@H](C)CN([C@H](C)CO)C(=O)c2cc(NS(C)(=O)=O)ccc2O1
6.6 | Cc1ccc(S(=O)(=O)Nc2ccc3c(c2)C(=O)N([C@H](C)CO)C[C@H](C)[C@H](CN(C)CC2CCCCC2)OCCCC[C@H](C)O3)cc1
0.0 | Cc1ccc(S(=O)(=O)N(C)C[C@@H]2OCCCC[C@H](C)Oc3ccc(NC(=O)c4ccccc4)cc3C(=O)N([C@H](C)CO)C[C@H]2C)cc1
-1.3 | CC(C)NC(=O)Nc1ccc2c(c1)CC(=O)N([C@@H](C)CO)C[C@@H](C)[C@H](CN(C)S(C)(=O)=O)O2
1.0 | C[C@@H]1CCCCO[C@@H](CN(C)Cc2ccc(C(F)(F)F)cc2)[C@@H](C)CN([C@H](C)CO)C(=O)c2cc(NC(=O)CCCCCC(=O)Nc3ccccc3N)ccc2O1

Random excerpt: three records from the list
NSD2 inh | mol
6.6 | Cc1ccc(S(=O)(=O)Nc2ccc3c(c2)C(=O)N([C@H](C)CO)C[C@H](C)[C@H](CN(C)CC2CCCCC2)OCCCC[C@H](C)O3)cc1
-1.8 | O=C(C[C@H]1C[C@@H]2c3cc(NC(=O)CC4CC4)ccc3O[C@@H]2[C@@H](CO)O1)NCc1cccc(F)c1
7.7 | C[C@@H]1CN([C@@H](C)CO)C(=O)c2cc(C#CC3(O)CCCC3)cnc2O[C@@H]1CN(C)Cc1ccccc1
